# Screening data (PubChem BioAssay)
# AMA1 RON2 block: AMA1-RON2 (P. falciparum) interaction inhibition. AlphaScreen AMA1-biotinylated RON2 peptide binding. Potency, µM (highest dose often 58.2 µM), inactives show at the top dose activity change, negative = inhibition, usual class: inhibitors. hit rate 0.2% among 360,000;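 note: potency is the fitted concentration of half-maximal effect; 0% = vehicle wells and -100% = peptide control; nearly all actives have a fitted effect of over 45% in size; some results filed as inactive show a strong effect at the top dose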
#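 AMA1 (3D7) with his tag at 25 nM final met compounds first, then biotinylated RON2 peptide at 25 nM; detection used donor plus acceptor beads, 10 µg/mL apiece, read by AlphaScreen after 30 min at room temperature.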
# LmPK inhibitor: inhibitors of Leishmania mexicana pyruvate kinase. Q27686. purified LmPK, Kinase-Glo ATP luminescence, 1 h. Potency, µM (series often up to 57.5 µM), for inactives: at the highest dose activity change, negative = inhibition, hits mostly inhibitors. hit rate 0.37% among 290,000. AID 1721; note: potency is the fitted concentration of half-maximal effect; % is set by controls: 0 for no effect and ±100 for the full control effect
# Target sequence (Q27686 whole entry, looked up): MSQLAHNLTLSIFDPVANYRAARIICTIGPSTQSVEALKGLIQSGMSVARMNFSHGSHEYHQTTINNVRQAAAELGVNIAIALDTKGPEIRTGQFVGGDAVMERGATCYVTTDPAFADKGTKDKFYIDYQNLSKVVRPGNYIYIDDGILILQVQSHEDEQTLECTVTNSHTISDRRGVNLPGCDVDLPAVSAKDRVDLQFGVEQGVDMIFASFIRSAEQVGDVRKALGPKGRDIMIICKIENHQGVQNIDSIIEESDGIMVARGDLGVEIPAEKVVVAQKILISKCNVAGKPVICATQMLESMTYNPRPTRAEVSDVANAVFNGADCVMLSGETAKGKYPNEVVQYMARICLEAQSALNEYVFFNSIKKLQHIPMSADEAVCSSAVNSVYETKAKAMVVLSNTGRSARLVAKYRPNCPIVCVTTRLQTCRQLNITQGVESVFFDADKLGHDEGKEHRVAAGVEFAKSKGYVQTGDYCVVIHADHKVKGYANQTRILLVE
#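 Purified LmPK (0.1 nM) with 0.5 mM PEP and 0.1 mM ADP in imidazole buffer pH 7.2 with MgCl2/KCl, 1 h at room temperature. ATP formed was read by luciferase luminescence and normalized to no-enzyme and uninhibited controls.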
# Pf growth 96h: P. falciparum growth inhibition at 96 hour, primary screen for plastid delayed-death inhibitors; hit rate 6.9% among 320,000; P. falciparum luciferase reporter growth, 96 h; Potency, µM (highest dose often 28.7 µM), inactives show top-dose activity change, negative = inhibition, most hits filed as inhibitors; AID 504834; note: potency is the fitted concentration of half-maximal effect; % is set by controls: 0 for no effect and ±100 for the full control effect
#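 Luminescence readout: decreased luciferase signal marks inhibited growth of reporter-expressing P. falciparum in infected red cells (2% hematocrit, 0.05% parasitemia final), exposed to compound two generations (96 h, 37 C, 5% CO2).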
# CHX counter: affects cycloheximide protein synthesis inhibition readout, counter-screen; cell reporter, cycloheximide protein synthesis inhibition counterscreen; max response, %; hit rate 12% among 300,000; AID 2314; in the data active = max response mostly above about 13%, no sharp cut-off; inactive = mostly below about 14%; note: read at 38.3 µM for the half of the compounds with a filed dose; 0% is about no effect
# Shiga inhibitor: blocks Shiga toxin action in Vero cells. Vero cells, Shiga toxin protein synthesis inhibition reporter. inhibition, % at 38.7 µM. hit rate 9.2% among 290,000. AID 2315; in the data active = inhibition mostly above about 28%, no sharp cut-off; inactive = mostly below about 43%; note: 0% is about no effect
# TbPYK inhibitor: blocks Trypanosoma brucei pyruvate kinase | TbPYK enzyme, Kinase-Glo Plus ATP luminescence, 45 min | AID 624173 | hit rate 0.12% among 410,000 | Potency, µM (highest dose often 76.8 µM), inactives show at the highest dose activity, negative = inhibition, usual class: inhibitors; note: potency is the fitted concentration of half-maximal effect; % is set by controls: 0 for no effect and ±100 for the full control effect; nearly all actives have a fitted effect of over 50% in size
#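 Readout: single end-point luminescence (Kinase-Glo Plus, 10 min). Reaction conditions were TbPYK/substrate plus 130 uM ADP, 45 min at RT, pH 7.2 TEA buffer. No-enzyme wells served as controls, and data were normalized before concentration-response fitting.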
# Pf growth 48h: P. falciparum growth inhibition at 48 hours (one generation); P. falciparum luciferase growth in erythrocytes, 48 h; Potency, µM (top dose mostly 28.7 µM), for the others: at the highest dose activity change, negative = inhibition, usual class: inhibitors; hit rate 5.9% among 310,000; AID 504832; note: potency is the fitted concentration of half-maximal effect; % is set by controls: 0 for no effect and ±100 for the full control effect
#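 In quantitative HTS format, infected erythrocytes bearing luciferase-reporter parasites were treated for a single generation at 37 C. Luminescence after adding detection reagent served as the growth measure.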
# * hit, by the source's call; ? = inconclusive; · = no result given; & = joins results of further samples; ! = a repeat was not active; [ ] = another dose, or the depositor's remark. Unless noted, calls come from the whole dose curve; as a rule, active = well fitted curve in the direction sought with a large enough effect; inconclusive = small, poorly fitted or top-dose-only effect, or another doubt; inactive = no such curve, though single readings can be large; an effect the other way counts as inactive or inconclusive. No enrichment for hits; 21% or so of the library scored in one or more.
SMILES,CHX counter,LmPK inhibitor,AMA1 RON2 block,Pf growth 96h,Shiga inhibitor,TbPYK inhibitor,Pf growth 48h
CCOc1ccccc1N(C(=O)c1ccco1)C(C(=O)NC1CCCC1)c1cccnc1 (centres undefined),-3,-3%,-1%,47%[activator],-12,5%,?
O=C(CNS(=O)(=O)c1ccccc1)Nc1ccc2c(c1)OCO2,9,2%,-13%,-2%,16,-13%,27%
c1ccc(CCn2nnnc2CN2CCc3ccccc32)cc1,9,0%,-28%,8%,-5,5%,?
CC1(C)Oc2ccc(C(=O)NC3CCCC3)cc2N(CC(=O)NC2CCCC2)C1=O,7,-3%,-7%,7%,7,2%,·
C/C(=N\N1CCN(Cc2ccc(Cl)cc2)CC1)c1ccc([N+](=O)[O-])cc1,1,-3%,?,-1%,1,-2%,-6%
C=CCc1cccc(CNc2c(C)cc(C)cc2C)c1O,3,4%,-3%,42%[1.15 µM],14,-2%,1%[5.75 µM]
CCOc1cc2[nH]c(=O)n(CCC(=O)N3CCN(c4ccccc4OC)CC3)c(=O)c2cc1OCC,-4,1%,0%,12µM*,-11,-7%,?
COC(=O)c1ccc(-n2c(C)cc(C(=O)COC(=O)CC3Sc4ccccc4NC3=O)c2C)cc1 (centres undefined),21*,2%,-24%,?,26*,-2%,-21%
CCN(CCCNC(=O)CN(C)S(=O)(=O)c1ccc2c(c1)CCC(=O)N2)c1cccc(C)c1,-3,7%,-12%,28%,-17,11%,?
CCN(CC)S(=O)(=O)c1cccc(C(=O)N[C@H](C(=O)NCc2ccc(Cl)cc2)C(C)C)c1,7,14%,-5%,·,4,1%,?
O=C1c2ccccc2C(=O)c2[nH]cnc21,-4,-6%,-9%,?,-15,-8%,?
Cc1[nH]c(=O)[nH]c(=O)c1N1CCOCC1,-1,0%,-8%,17%,-9,2%,2%
CC(C)C(=O)N1CCC(Cc2ccccc2)CC1,-3,-1%,15%,?,-10,-1%,30%
COc1ccc(NC(=O)CCNC(=O)C2CCN(S(=O)(=O)c3ccc(OC)cc3)CC2)cc1,-2,0%,-6%,-4%,-14,-3%,-17%
COC(=O)C1CCN(C(=O)Nc2ccccc2)CC1,0,-2%,9%,6%,-2,3%,-3%
CCOC(=O)c1sc(=S)n(-c2ccccc2)c1NC(C)=O,-2,-6%,-10%,13%,5,-7%,-1%
COc1ccc(-c2noc(-c3ccccc3C(=O)Nc3cccc(OC)c3)n2)cc1,3,4%,0%,?,24,?,?
COc1ccc(C2CC(=O)c3c([nH]c(C(=O)OC(C)C)c3C)C2)cc1OC (centres undefined),8,4%,-3%,14%,26,5%,?
O=C(Nc1ccccc1N1CCN(C(=O)c2ccc(Cl)cc2)CC1)c1cccc(F)c1,1,1%,-10%,14%,-3,3%,?
COC(=O)c1ccc(NC(=O)c2ccc3nsnc3c2)cc1,1,-1%,-13%,1%,25,4%,29%
COCCCN(C(=O)c1ccco1)c1nc(-c2ccc(OC)cc2)cs1,13*,1%,?,?,23,-12%,-25%
Cc1ccc(/C=N/NC(=O)CSc2nc3ccccc3s2)o1,12*,-2%,-20%,32%[activator],25,0%,20%
CCOc1ccccc1NC(=O)Cn1c(=O)oc2cc(Cl)ccc21,-2,7%,-3%,16%,-12,0%,-14%
O=C(Nc1cccc(F)c1)Nc1cccc(Cl)c1,28*,-2%,13%,?,·,-1%,?
CC(NS(=O)(=O)c1ccc2c(c1)OCCO2)c1ccccc1 (centres undefined),4,2%,-9%,32%[activator],-7,-3%,22%
COC(=O)c1cc(C(=O)NCc2ccc3c(c2)OCO3)cc([N+](=O)[O-])c1,-4,5%,6%,?,·,-11%,0%
Cc1cc(C)cc(NC(=O)COC(=O)CCc2ccc(S(=O)(=O)N3CCOCC3)cc2)c1,-1,5%,4%,0%,-7,-16%,5%
CC1(C)CC(NS(=O)(=O)c2ccc(S(N)(=O)=O)cc2)CC(C)(C)N1,-3,0%,·,11%,-2,·,0%
CNc1nc(Sc2ccc(C)cc2)cc(C(F)(F)F)n1,11,-2%,26%,?,-9,-2%,?
CC(C)(C)c1cc(C(=O)O)n(Cc2ccc(Cl)cc2Cl)n1,-2,6%,0%,0%,13,2%,-7%
COc1cccc(/C=C/c2n[nH]c(=O)c(C#N)c2C)c1,6,0%,1%,?,-9,2%,?
O=c1oc2c(O)cccc2cc1-c1nc2ccccc2[nH]1,47*,?,0%,-11%,69*,2%,183%[activator]
COc1ccc(CN2CN(C(C)C)CSC2=S)cc1,-2,-8%,3%,84%[activator],-2,-25%,8%
Cc1cc(C)c(S(=O)(=O)N2CCCC(C(=O)NCc3ccncc3)C2)c(C)c1 (centres undefined),-1,-1%,3%,-27%,-9,-8%,5%
CN1CC=C2C(C#N)=C(N)C(C#N)(C#N)[C@H](c3cccc(Cl)c3)C2C1 (some centres undefined),6,3%,-8%,?,-8,2%,?
COc1ccc(C(=O)OCC(=O)Nc2ccc(Cl)cn2)cc1,-1,11%,2%,33%[activator],-19,0%,3%
O=C(N/N=C/C1CC=CCC1)c1cc2ccccc2cc1O (centres undefined),13*,-1%,45%[activator],?,39,0%,-23%
CSCCC(C(=O)NC1=NCCS1)N1C(=O)c2ccccc2C1=O (centres undefined),7,0%,-3%,?,-14,2%,·
COc1ccc(S(=O)(=O)N2CCN(C(=O)c3cc(-c4ccc(C)cc4)n[nH]3)CC2)cc1,-4,7%,23%,0%,7,-2%,?
COc1ccc(C(CNC(=O)c2ccc(C)o2)N2CCOCC2)cc1 (centres undefined),·,·,-4%,14%,·,1%,-28%
Clc1ccc(C2[C@H]3CN(Cc4ccc(-c5ccccc5)cc4)[C@H](c4ccccc4)C34CC2(c2ccccc2)C4)cn1 (some centres undefined),0,0%,1%,-24%,14,4%,?
Cc1nc2c(C)cccc2cc1C(=O)N/N=C/c1ccc(N(C)C)cc1,-1,2%,0%,·,-15,1%,9%
Cc1cccc(C)c1NS(=O)(=O)c1ccc(-c2ccc(=O)[nH]n2)o1,3,3%,8%,?,-10,1%,0%
COC(=O)c1ccc(/C=N\N2CCN(c3ccccc3)CC2)cc1,21*,3%,-14%,-6%,118*,-3%,0%
CCOc1ccc(NC(=S)N/N=C(\C)Cc2ccc(OC)cc2)cc1,17,1%,-3%,-23%,27,3%,3%
O=C(O)C1=NN(c2c(F)c(F)cc(F)c2F)C(=O)CC1,-4,2%,10%,21%,-10,5%,20%
O=C(Nc1nc(-c2ccccn2)cs1)C1CC(=O)N(c2ccc3c(c2)OCCO3)C1 (centres undefined),25*,-1%,-18%,?,18,-5%,14%
CCN1C(=NCc2ccc(OC)cc2)N[C@@H](CCc2ccccc2)[C@H](C(=O)NCc2ccc(OC)cc2)[C@H]1C,2&-3,-2%&9%,-4%,5.2µM*!,-3&3,-9%,?
CCCCC1NC(=S)N(C2CCCCC2)C1=O (centres undefined),10,-2%,-22%[2.32 µM],3%,-26,-7%,25%
CCc1nc2c(c(=O)[nH]1)C1(CCCC1)Cc1ccccc1-2,-1,3%,?,?,-11,-9%,2%

# Next entries
SMILES,CHX counter,LmPK inhibitor,AMA1 RON2 block,Pf growth 96h,Shiga inhibitor,TbPYK inhibitor,Pf growth 48h
CC(=O)c1cc2c(cc1NC(=O)c1ccc(C)cc1)OCO2,-3,-1%,·,57%[activator],21,·,7%
c1ccc2c(-c3[nH]ncc3CNCCCn3ncc4ccccc43)cccc2c1,-1,1%,-11%,12%,5,-4%,15µM*
Cc1cccc(NC(=O)Cn2c(O)c(N=NC(N)=S)c3ccccc32)c1,2,2%,33%[activator],15µM*,3,-8%,-10%
Cc1ccc(S(=O)(=O)NC(=O)NN2CCCCCC2)cc1,-1,4%,3%,?,-5,4%&-2%,-3%&-7%
S=c1[nH]nc(-c2cc(-c3ccccc3)n[nH]2)n1/N=C/c1ccc(Cl)cc1,-2,-1%,89%[activator],62%[activator],15,?,0%
COc1ccc(C2CC(c3ccccc3)Nc3nc(NC(=O)c4cccs4)nn32)cc1 (centres undefined),-2,-6%,91%[activator],153%[activator],2,-10%,?
CCOc1ccc(S(=O)(=O)c2c[nH]c3ccccc3c2=O)cc1,3,-5%,-10%,8%,-2,2%&-3%,-25%
Cc1ccc(NC(=O)CCN2C(=O)c3ccccc3Sc3ncccc32)cc1,11,-12%,0%,?,6,-6%&1%,-24%
O=C(Cn1cnc2c(nnn2-c2ccccc2)c1=O)NCC1CCCO1 (centres undefined),1,4%,18%,20%,2,-11%,5%
CCN(CC)S(=O)(=O)c1ccc(C(=O)NC2=C(C(=O)OC)SCC2)cc1,-1,0%,?,·,-12,3%,?
CCCCNC(=O)[C@H]1N2C(=O)c3c(ccc(OC)c3OC)C2SC1(C)C (some centres undefined),-3,-4%,-2%,?,18,2%,·
COc1ccc([N+](=O)[O-])cc1N(CC(O)CN1CCOCC1)S(=O)(=O)c1ccccc1 (centres undefined),-2,1%,-7%,18%,-10,-6%,25%
N#CC1=C(S)N=C(N)C(c2nc(-c3ccccc3)cs2)C12CCCC2 (centres undefined),10,-10%,60%[activator],·,-5,0%,?
Cc1ccc(Oc2ncccc2/C=N/O)cc1,-3,7%,2%,80%[activator],-21,-4%,6%
CCN(C(=O)COC(=O)Cc1coc2cc(C)ccc12)c1c(N)n(Cc2ccccc2)c(=O)[nH]c1=O,·,·,0%,-6%,·,1%,-7%
O=C(/C=C/Nc1ccc(F)cc1Br)c1ccccc1,39*,?,-6%,2%,40*,?,54%[activator]
O=C(NCC1COc2ccccc2O1)C1CCCN(S(=O)(=O)c2cccc3nsnc23)C1 (centres undefined),2,2%,3%,7%,-12,4%,-4%
CC(=O)N1c2ccc(S(=O)(=O)N3CCC(C(=O)N4CCN(c5ccccc5)CC4)CC3)cc2CC1C (centres undefined),-2,1%,-1%,?,-2,2%,?
N/C(=N\OC(=O)CCCOc1ccccc1)c1cccc([N+](=O)[O-])c1,-3,-1%,8%,?,13,5%,10%
CCN1CCCC1CNS(=O)(=O)c1ccc(F)c(Cl)c1 (centres undefined),1,-5%,8%,29%,-5,-5%,1%
Cc1ccc(-c2nnn(CC(=O)NC(=O)NC3CCCCC3)n2)cc1,·,·,6%,57%[activator],·,1%,25%
COc1ccc(NC(=S)NNC(=O)C(C)n2nc(C)c([N+](=O)[O-])c2C)cc1 (centres undefined),-1,3%,18%,·,21,-17%,5%
Cc1cccc(NC(=O)CCNC(=O)c2ccccc2Cl)n1,6,-7%,-4%,35%,0,-6%,18%
Cc1cccc(-c2cc3c(N=O)c4ccccc4c-3n[nH]2)c1,46*,-14%,-4%,45%[activator],104*,-17%,38%[activator]
